uPA generation: blocks generation of uPA at the cell surface; cell surface uPA generation assay, qHTS; Potency, µM (highest dose often 38.3 µM), inactives show at the top dose activity change, negative = inhibition, usual class: inhibitors; 0.31% of 330,000 active; AID 540303; active = well fitted inhibition curve with a large enough effect; inconclusive = small, poorly fitted or top-dose-only effect; inactive = no such curve, though single readings can be large or run the other way; tested in mouse RAW 264.7 cells; also: potency is read from the fitted curve at half-maximal effect; % is scaled to controls: 0 for no effect and ±100 for the full control effect; nearly all actives have a fitted effect of over 55% in size
p53 reactivation: restores transcriptional activity of mutant p53; H1299 p53-A138V BP100-luciferase reporter, luminescence, 24 h; 0.063% of 320,000 active; AID 504706; Potency, µM (titrated, usually from 92.2 µM), without a hit: top-dose activity change, positive = activation, most hits filed as activators; also: potency is read from the fitted curve at half-maximal effect; % of control where 0% means no effect; nearly all actives have a fitted effect of over 45% in size
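H1299 (p53-null), stable ts p53-A138V + BP100-Luc; 1000 cells/well, Opti-MEM/10% FBS; cpd 4 pt, 1:5; 24 h, 37 deg C, 5% CO2; detection reagent 10 min RT; luminescence.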
USP2a inh: blocks human ubiquitin-specific protease USP2a; O75604; USP2 core, Ub-CHOP2 coupled fluorogenic reporter, 485/531; Potency, µM (titrated, usually from 38.3 µM), inactives show top-dose activity change, negative = inhibition, hits mostly inhibitors; 0.01% of 330,000 active;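 also: potency is read from the fitted curve at half-maximal effect; plate controls were DMSO wells for no effect and full inhibition by NEM control for full effect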
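USP2 core (10nM final) preincubated 30min RT with compound in 20mM Tris-HCl pH 8.0, 2mM CaCl2, 2mM beta-mercaptoethanol, 0.05% CHAPS; 25nM Ub-CHOP2 plus 25nM reporter substrate added, fluorescence (Ex485/Em531) read after 60min.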
ASM inhibitor: inhibitors of human secretory acid sphingomyelinase. placental ASM, HMU-PC fluorogenic substrate, 60 min. 0.006% of 340,000 active. AID 504937. Potency, µM (series often up to 57.5 µM), for the others: top-dose activity change, negative = inhibition, usual class: inhibitors; also: potency is read from the fitted curve at half-maximal effect
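Steps: dispense placental human ASM, pin compound, wait 10 min at room temperature, add HMU-PC0 substrate at 9 uM final, incubate 60 min at 37 °C, add stop solution raising pH to 10, read fluorescence.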
ELG1 genotoxic: induces genotoxicity in HEK293T cells with luciferase-tagged ELG1. AID 504466. HEK293T ELG1-luciferase reporter, luminescence, 16 h. Potency, µM (titrated, usually from 46 µM), without a hit: top-dose activity change, positive = activation, most hits filed as activators. 1.3% of 330,000 active; also: potency is read from the fitted curve at half-maximal effect; % of control where 0% means no effect; nearly all actives have a fitted effect of over 60% in size
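Reporter readout depends on ELG1 protein level, which increases with genetic stress. After 16 hr compound exposure at 37 °C, luciferase activity was quantified using ONE-Glo.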
B2AR arrestin: beta2AR (human) beta-arrestin recruitment activity | P07550 | Potency, µM (series often up to 46.1 µM), inactives show at the top dose activation, actives largely listed as activators | beta-arrestin recruitment to beta2AR, cell-based reporter | 0.02% of 330,000 active | AID 492947;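 also: potency is read from the fitted curve at half-maximal effect; 0% = DMSO controls and full agonism = EC100 isoproterenol or metaproterenol; nearly all actives have a fitted effect of over 65% in size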
Target sequence (P07550 whole entry, looked up): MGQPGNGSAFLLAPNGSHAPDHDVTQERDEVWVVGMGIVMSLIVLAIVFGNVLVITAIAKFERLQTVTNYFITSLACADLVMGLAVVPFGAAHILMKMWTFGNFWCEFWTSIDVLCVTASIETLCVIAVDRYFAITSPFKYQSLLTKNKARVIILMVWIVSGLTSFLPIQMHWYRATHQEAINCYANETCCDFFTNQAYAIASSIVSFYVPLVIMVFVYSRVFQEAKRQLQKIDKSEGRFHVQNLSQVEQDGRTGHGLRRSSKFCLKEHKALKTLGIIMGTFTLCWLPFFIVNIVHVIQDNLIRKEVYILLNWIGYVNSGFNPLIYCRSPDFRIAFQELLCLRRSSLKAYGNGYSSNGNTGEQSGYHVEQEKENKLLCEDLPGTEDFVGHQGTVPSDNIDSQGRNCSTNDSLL
Integrin act MD: activators of alpha7 integrin expression for muscular dystrophy. alpha7betagal myoblasts, beta-gal FDG fluorescence, 48 h. Potency, µM (highest dose often 38.3 µM), without a hit: at the highest dose activation, usual class: activators. 0.064% of 350,000 active. AID 624291;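 also: potency is read from the fitted curve at half-maximal effect; 100% = response of the positive control SU9516; nearly all actives have a fitted effect of over 60% in size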
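alpha7betagal+/- myoblasts (passage 13, 250/well) treated 48 h at 37C with compounds at 1:260 dilution of DMSO stock. Lysed, then beta-galactosidase activity read as FDG fluorescence (ex 480/em 540) after 30 min, with pre-read for autofluorescence.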
TSG101-PTAP inh: blocks PTAP/TSG101 interaction to inhibit HIV-1 budding | Q99816 | Fluorescence polarization, FITC-PTAP peptide / Tsg101 binding | Potency, µM (highest dose often 115 µM), for the others: top-dose activity change, negative = inhibition, most hits filed as inhibitors | 340,000 tested, under 10 active; active = well fitted inhibition curve with a large enough effect in the main read-out, with a control signal flat, not every such curve was filed as active; inconclusive = small, poorly fitted or top-dose-only effect, or effect the other way, or a change in a side signal; inactive = no such curve, though single readings can be large or run the other way; also: potency is read from the fitted curve at half-maximal effect; % of control where 0% means no effect
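Fluorescence anisotropy tracks displacement of a FITC-tagged PTAP peptide (50 nM) from the Tsg101 binding domain (10 uM), following a 20 min room-temperature incubation at pH 7.5.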
TRPV1 ag: human TRPV1 agonism. 0.19% of 320,000 active. TRPV1-expressing cells, Fluo-8 calcium influx, agonist mode. AID 540275. activation, % at 8.33 µM. Q8NER1; in the data active = activation above about 80%; inconclusive = between about 30% and that limit; also: 0% is about no effect
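Fluo-8 calcium influx in TRPV1-expressing cells, kinetic read (ex 480/em 520 nm). Compound added and read 3 min for agonist activity, followed by capsaicin at EC20 final and 2 min further read for enhancement.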
BRCA1 expr up: activators of BRCA1 expression | 1.1% of 380,000 active | Potency, µM (titrated, usually from 46.1 µM), for inactives: at the highest dose activation, actives largely listed as activators | MCF7-BRCA1-FFLuc reporter, luminescence, 48 h; response scale: scaled: vehicle 0%, 10 µM genistein 100% | AID 624202; also: potency is read from the fitted curve at half-maximal effect; nearly all actives have a fitted effect of over 80% in size; some results filed as inactive show a strong effect at the top dose
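Luminescence from a BRCA1-driven firefly luciferase in MCF7 cells was the read-out, taken 15 min after substrate addition following 48 h compound exposure at 37 °C. Data were normalized to a 10 microM genistein control and DMSO vehicle.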
Eya2 phos inh: blocks the phosphatase activity of human Eya2 | O00167 | recombinant Eya2, OMFP fluorescence dephosphorylation (OMFP is methylfluorescein phosphate) | Potency, µM (doses to about 76.9 µM), inactives show top-dose activity, negative = inhibition, actives largely listed as inhibitors | 0.006% of 330,000 active; also: potency is read from the fitted curve at half-maximal effect; % is scaled to controls: 0 for no effect and ±100 for the full control effect
Target sequence (O00167 whole entry, looked up): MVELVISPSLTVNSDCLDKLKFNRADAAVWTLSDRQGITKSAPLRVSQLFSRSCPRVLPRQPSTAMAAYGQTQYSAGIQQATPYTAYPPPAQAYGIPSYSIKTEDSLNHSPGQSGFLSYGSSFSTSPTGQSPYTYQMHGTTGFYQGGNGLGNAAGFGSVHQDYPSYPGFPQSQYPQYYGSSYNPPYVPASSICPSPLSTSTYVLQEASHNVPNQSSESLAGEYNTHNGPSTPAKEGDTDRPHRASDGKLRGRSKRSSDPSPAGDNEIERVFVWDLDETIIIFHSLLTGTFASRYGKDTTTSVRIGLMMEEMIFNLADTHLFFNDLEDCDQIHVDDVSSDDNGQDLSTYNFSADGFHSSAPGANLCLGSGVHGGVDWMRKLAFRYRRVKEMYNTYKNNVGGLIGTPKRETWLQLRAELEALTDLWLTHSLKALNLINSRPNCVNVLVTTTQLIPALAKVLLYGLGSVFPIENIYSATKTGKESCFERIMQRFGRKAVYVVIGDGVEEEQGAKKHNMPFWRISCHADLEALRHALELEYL
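Eya2 protein (added as 0.2 uM solution) was preincubated with compound for 10 min at ambient temperature in 50 mM HEPES pH 7.5, 50 mM NaCl, 5 uM MgCl2, 0.05% BSA, 1 mM DTT. OMFP (added at 50 uM) then reacted 10 min; fluorescence read at 485/525 nm.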
The depositor's hits bear a star; i = inactive; ? = inconclusive; . = no result given; [ ] = dose if it differs, or a comment. Unless noted, calls follow the shape of the dose curve; as a rule, active = well fitted curve in the direction sought with a large enough effect; inconclusive = small, poorly fitted or top-dose-only effect, or another doubt; inactive = no such curve, though single readings can be large; an effect the other way counts as inactive or inconclusive.

SMILES	uPA generation	p53 reactivation	USP2a inh	ASM inhibitor	ELG1 genotoxic	B2AR arrestin	Integrin act MD	TSG101-PTAP inh	TRPV1 ag	BRCA1 expr up	Eya2 phos inh
O=C(N/N=C/C=C/c1ccccc1)c1ccncc1	1%	16%	?	2%	1%	-0.9%	-3%	1%	?	-20%	-1%
COc1ccccc1S(=O)(=O)Nc1cccc(-c2nnc3n2CCCCC3)c1	-6%	-19%	2%	-3%	-1%	-0.3%	9%	-1%	-1	-7%	-19%
Cc1cc(C)cc(C(=O)N2CC(C)SC2=Nc2cccc(S(=O)(=O)N(C)C)c2)c1 (configuration not stated)	-16%	-15%	0%	5%	0%	2.3%	-29%	-8%	21	-9%	13%
O=C(CNC(=O)c1ccc([N+](=O)[O-])cc1)N/N=C\c1ccc(OC(=O)c2ccccc2)cc1	-1%	-5%	-6%	3%	-4%	0.1%	2%	-1%	-13	-25%	-17%
O=C(COC(=O)C1=COCCO1)Nc1ccc(Cl)cn1	-8%	0%	6%	12%	1%	-0.1%	-17%	-9%	.	-26%	7%
CCC(C)[C@H](NC(=O)C1CCN(C(=O)[C@H](Cc2ccccc2)NC(=O)OC(C)(C)C)CC1)C(=O)O (some centres not stated)	13%	-4%	-7%	4%	-3%	0.1%	?	-2%	-1	-42%	2%
COc1ccc(C2CC(c3ccccc3)=NN2c2ccc(Cl)c(C(=O)O)c2)cc1 (configuration not stated)	5%	6%	-1%	i	6%	-0.5%	4%	-3%	-1	35%	7%
COC(=O)c1cccc(NC(=O)CSc2nnc(-c3ccco3)o2)c1	-1%	4%	1%	1%	5%	0.0%	16%	-1%	7	-3%	14%
CC(=O)N1CCN(C(=O)C2(NC(=O)Nc3cccc(F)c3)CCCCC2)CC1	4%	2%	-1%	1%	1%	0.7%	31%	-2%	-3	-4%	4%
Cc1nnc(NC(=O)Nc2ccc(Cl)c(Cl)c2)s1	2%	3%	1%	-1%	-5%	-0.4%	3%	-5%	0	-44%	17%
CC(NS(=O)(=O)c1ccccc1Cl)C1CC2CCC1C2 (configuration not stated)	3%	1%	-7%	-1%	-11%	0.6%	32%	-3%	-2	-18%	-4%
Cc1ccc(N(C(=O)c2snc(C(N)=O)c2N)C(C(=O)NCC2CCCO2)c2ccc(C)o2)c(C)c1 (configuration not stated)	5%	-6%	3%	.	-6%	0.2%	-15%	-9%	-2	-34%	-3%
CSCCC(NS(=O)(=O)c1ccccc1)C(=O)Nc1nccs1 (configuration not stated)	2%	5%	2%	0%	2%	-0.5%	11%	-1%	0	-7%	-25%
O=C(c1c(F)cccc1F)N(Cc1ccccn1)C1CC1	-1%	7%	2%	-1%	9%	0.0%	8%	0%	-1	1%	16%
COc1ccc(NC(=O)CSc2nnnn2-c2ccc(OC)cc2)cc1	2%	-4%	-1%	-2%	2%	0.1%	-29%	-1%	-1	-14%	3%
CC(C)C(=O)Nc1ccc(NC(=S)NC(=O)c2cc3ccccc3o2)cc1	1%	0%	1%	-2%	?	0.2%	18%	-2%	-4	6%	-4%
Cc1ccc(C(=O)C[n+]2ccccc2)cc1	-4%	6%	1%	-1%	-1%	-1.0%	-15%	-3%	2	24%	8%
COc1cc([C@@H]2c3cc4c(cc3[C@@H](O)[C@@H](CO)[C@@H]2CO)OCO4)cc(OC)c1O[Si](C)(C)C(C)(C)C	.	-12%	-14%	.	-7%	-0.5%	.	.	-2	.	-16%
COc1ccc(C2CC(C(F)(F)F)n3nc(C(=O)O)c(Br)c3N2)cc1 (configuration not stated)	2%	3%	-1%	2%	2%	0.3%	13%	-6%	8	1%	-17%
CN(c1ccc(C(=O)Nc2ccccc2C(=O)N2CCCC2)cc1)S(C)(=O)=O	0%	.	.	3%	.	.	9%	-2%	-1	-10%	.
O=C(O)CNS(=O)(=O)c1cc(Cl)c(Cl)cc1Cl	3%	2%	1%	2%	0%	-0.8%	-3%	-2%	2	1%	2%
Cc1cnc(C(=O)N2CCN(S(=O)(=O)c3ccc(F)c(F)c3F)CC2)cn1	2%	4%	2%	9%	1%	0.8%	34%	-2%	.	-13%	4%
CCN(CC)S(=O)(=O)c1cccc(C(=O)NNC(=O)c2ccc3[nH]c(=O)c(=O)[nH]c3c2)c1	7%	10%	3%	2%	-3%	-0.2%	21%	4%	2	-7%	-7%
CC(C)CN(C(=O)COC(=O)c1ccc(Cl)nc1)c1c(N)n(Cc2ccccc2)c(=O)[nH]c1=O	6%	-1%	0%	1%	0%	-0.6%	13%	0%	-5	-23%	2%
COC(=O)c1c(NC(=O)CN2CCC3(O)CCCCC3C2c2ccccc2OC)sc(C)c1C (configuration not stated)	7%	-1%	-8%	-7%	-2%	-0.6%	15%	-2%	13	-51%	-6%
O=C(c1ccc(F)cc1)C1CCN(C(=O)c2ccc(F)cc2)CC1	19%	-10%	-1%	0%	-3%	-0.3%	-22%	-3%	22	-15%	-5%
CC1=C(C(=O)OCc2ccccc2)C(c2cccnc2)n2nnnc2N1 (configuration not stated)	0%	16%	2%	14%	-2%	0.3%	-17%	-3%	1	0%	-35%
CCOC(=O)c1[nH]c2ccccc2c1NC(=O)c1ccc(S(=O)(=O)N2CCCC2)cc1	22%	-5%	1%	16%	0%	-1.4%	-3%	-4%	24	-15%	1%
COc1ccccc1-n1cnc2cc(C(=O)NCCCN3CCOCC3)ccc21	-3%	-10%	2%	4%	2%	0.0%	6%	-1%	-1	-16%	?
O=C(COc1cccnc1[N+](=O)[O-])Nc1ccc(Cl)cc1F	1%	13%	2%	1%	26%	3.2%	9%	2%	.	71%	-3%
Cc1cccc(C)c1NC(=O)N1CCC(c2nc3ccccc3o2)CC1	6%	-3%	-12%	0%	-9%	-0.3%	8%	.	-2	-41%	-1%
COc1cc(OC)c(C(=O)C=Cc2ccc(OC)c(OC)c2)c(OC)c1	-13%	.	.	-2%	.	.	-30%	-9%	.	-92%	.
CCOC(=O)C1(CC2CC2)CCN(Cc2ccc(O)c(Cl)c2)CC1	.	10%	11%	.	-4%	0.1%	.	.	27	.	-1%
Cc1ccccc1-c1nc(CS(=O)(=O)CC(=O)NCc2ccc(F)cc2)c(C)o1	-6%	11%	-1%	3%	-5%	-0.4%	-2%	-1%	24	-10%	-5%
COC(=O)CCC(=O)OC1(C)C(=O)C=C2C=C(C3CC3)N(CC3CC3)C=C2C1=O (configuration not stated)	0%	-2%	-2%	43%[activator]	0%	-0.3%	9%	-6%	-8	11%	-4%
Cc1ccc(OCc2cc(C(=O)N(C)Cc3cnc4ccccn34)no2)cc1C	-9%	0%	0%	3%	-5%	0.2%	4%	-2%	-1	2%	?
CCC(Sc1nc2ccccc2o1)C(=O)O (configuration not stated)	-1%	5%	0%	5%	4%	-0.1%	?	0%	0	27%	-25%
O=C(Cc1c[nH]c2ccccc12)Nc1cccc(S(=O)(=O)N2CCCCC2)c1	.	-3%	4%	.	-7%	-0.1%	.	.	3	.	9%
Cc1cc(NC(=O)c2ccc(Cl)cc2)cc(C)c1OCC(=O)N1CCOCC1	4µM*	-10%	-1%	-4%	10%	-0.6%	6%	.	-2	?	-16%
COCCCn1c(SCC(=O)NC2CCS(=O)(=O)C2)nnc1-c1ccc(Cl)cc1 (configuration not stated)	10%	-7%	2%	3%	-2%	-0.3%	-8%	-4%	1	-7%	-13%
O=C(CC(C(=O)O)c1ccccc1)Nc1cccc2ccccc12 (configuration not stated)	2%	2%	4%	4%	-4%	0.2%	32%	-2%	-1	-11%	8%
COc1ccc([C@H]2CC(=O)C=C(c3ccc(Br)c4ccccc34)C2)cc1	7%	-1%	5%	-9%	2%	0.4%	3%	-8%	.	-36%	2%
Nc1c(C(=O)NCCN2CCOCC2)c2nc3ccccc3nc2n1CCc1ccccc1F	-9%	-12%	-2%	i	-25%	-0.5%	-8%	-5%	7	-49%	-4%
Nc1nc2c(c3c1c(=O)oc1ccccc13)CCCCC2	2%	-3%	2%	i	-1%	-0.2%	-8%	-6%	8	1%	10%
O=C(COC(=O)c1ccccc1Br)NC(=O)NCc1ccccc1	14%	-5%	-2%	0%	2%	-0.1%	-7%	0%	.	-3%	-1%
COc1ccc(CCC(=O)N2CCN(C3CCCCC3)CC2)cc1	.	4%	1%	4%	0%	-0.1%	-5%	-6%	8	-20%	-26%

Screens from PubChem.
